Arr AP2 block = human beta-arrestin and AP2 interaction inhibition. FITC-arrestin peptide / GST-AP2 beads, flow cytometry; AP2 beta2 appendage carries R879A mutation. inhibition, % at 10 µM. 0.31% of 340,000 active. AID 504490;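 active = inhibition above a set limit, near 3 SD of compounds lacking own fluorescence, cut at about 54% in these data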;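 note: plate controls were DMSO wells for no effect and 5 µM unlabelled arrestin peptide for full effect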
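System: GST-tagged AP2 beta2-adaptin appendage (R879A) on 4 µm glutathione beads / Reagent: FITC-arrestin peptide, 50 nM / Detection: HyperCyt-sampled flow cytometry, FL1 channel, ex 488/em 535 nm / Timing: 12 min plus 1 h, RT / Buffer or medium: PBS plus Tween 20 (0.05%) and BSA (0.1%)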
RTF Ca sens inh = cardiac RTF calcium desensitization. P19429+P45379. inhibition, % at 7.15 µM. IANBD-labeled cardiac RTF, Ca2+ fluorescence. AID 493244. 0.12% of 340,000 active;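 active = inhibition above the mean inhibition of all tested compounds plus 3 SD, cut at about 17% in these data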;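 note: assay run at fixed EC70 calcium of 1.6 mM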
CAL PDZ FP-1 = inhibitors of human CAL PDZ peptide binding | Q9HD26 | purified CAL PDZ, TMR-peptide fluorescence polarization, 1 h | inhibition, % at 20 µM | 0.02% of 330,000 active | AID 504414;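 active = highest replicate inhibition of at least 40%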;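 note: plate controls were DMSO neutral control wells for no effect and unlabeled competitor peptide control wells for full effect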
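System: purified tagged CAL PDZ domain construct (CerCALP). Schedule: 1 h incubation at room temperature before polarization reading. Medium: 25 mM sodium phosphate pH 7.4, 150 mM NaCl, TCEP, IgG, Thesit. Read-out: percent inhibition from loss of millipolarization. Measured by: FP readout, S and P plane fluorescence. Probe or stimulus: fluorescent TMR peptide probe.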
DAGLB inhibitor = blocks human DAGLB lipase activity | Q8NCG7 | HEK293T DAGLB membrane lysate, EnzChek fluorogenic substrate | inhibition, % at 5.17 µM | 0.059% of 340,000 active | AID 504411; in the data active = inhibition above about 34%;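 note: 0% = enzyme with vehicle and 100% = wells lacking enzyme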
V-ATPase pH = yeast V-ATPase proton transport regulation by pHLuorin; response, % at 10 µM; AID 504577; S. cerevisiae, pHLuorin cytosolic pH fluorescence; 0.37% of 350,000 active; in the data active = response mostly above about 7.3%, no sharp cut-off; inactive = mostly below about 5.4%; note: actives read high; inactives centre near 0; some compounds called inactive have numbers as strong as hits; reference of the scale not given here
NSD2 HMT inh = NSD2 (human) methyltransferase inhibition | 0.54% of 310,000 active | NSD2 peptide methylation, AlphaScreen, 120 min | inhibition, % at 12.5 µM | O96028 | AID 743445; in the data active = inhibition above about 50%
C-LANA FP = blocks KSHV LANA C-terminal domain binding to DNA; AID 504423; 0.078% of 340,000 active; inhibition, % at 9 µM; MBP-C-LANA/FAM-LBS DNA binding, fluorescence polarization;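 active = highest replicate inhibition at or above 60% at 9 µM, even if other replicates fall short; inactive = all replicates below 60% inhibition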;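 note: 0% = neutral control wells and 100% = 4 µM acridine orange control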
CAL PDZ FP-2 = inhibitors of human CAL PDZ peptide binding; Q9HD26; purified CAL PDZ, TMR-peptide fluorescence polarization, 1 h; inhibition, % at 24.9 µM; 0.92% of 300,000 active; AID 602252;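 active = mean inhibition of at least 30% with at least half of replicates also reaching 30%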;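 note: 0% = DMSO neutral control and 100% = excess unlabeled competitor peptide PRC23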
Keap1 Nrf2 FP = Keap1-Nrf2 (human) interaction inhibition | Q14145 | Keap1 Kelch-Nrf2 peptide fluorescence polarization, 1536-well | inhibition, % at 9.4 µM | 0.15% of 340,000 active | AID 504523; in the data active = inhibition above about 12%;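 note: human Keap1 Kelch domain with fluorescein labeled Nrf2 9mer peptide probe; 0% = neutral control wells and 100% = peptide positive control; higher means more block of Keap1 binding to Nrf2 peptide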
Target sequence (Q14145 whole entry, looked up, the tested form may be a part): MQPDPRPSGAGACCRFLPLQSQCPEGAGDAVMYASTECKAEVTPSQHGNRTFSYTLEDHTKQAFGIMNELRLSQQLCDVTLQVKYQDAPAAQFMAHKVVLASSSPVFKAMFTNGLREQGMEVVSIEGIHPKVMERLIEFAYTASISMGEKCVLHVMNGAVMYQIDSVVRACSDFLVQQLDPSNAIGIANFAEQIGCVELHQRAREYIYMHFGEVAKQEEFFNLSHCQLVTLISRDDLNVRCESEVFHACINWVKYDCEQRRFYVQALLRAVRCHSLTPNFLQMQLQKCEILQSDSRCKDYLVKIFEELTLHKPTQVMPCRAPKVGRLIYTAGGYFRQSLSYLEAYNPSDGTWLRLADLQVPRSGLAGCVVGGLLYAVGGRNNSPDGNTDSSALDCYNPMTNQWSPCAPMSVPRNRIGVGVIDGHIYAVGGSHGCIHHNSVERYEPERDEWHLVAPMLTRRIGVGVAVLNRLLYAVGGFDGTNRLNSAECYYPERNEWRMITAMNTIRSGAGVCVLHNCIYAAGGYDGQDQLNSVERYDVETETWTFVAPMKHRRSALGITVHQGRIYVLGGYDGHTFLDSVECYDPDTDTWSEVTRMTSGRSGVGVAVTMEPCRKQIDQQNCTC
DSG3 Ab inh = human desmoglein-3 autoantibody binding inhibition; DSG3-coupled beads, scFv-anti-DSG3-GFP binding, flow cytometry; stronger effect = lower value; binding (percent of control), % at 10 µM; 0.48% of 310,000 active; AID 588358;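 active = binding more than 3 SD below its plate's average and above zero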;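 note: hits lower antibody fragment binding to DSG3; some compounds called inactive have numbers as strong as hits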
* = called active by the depositor. Some of the compounds tested (hit frequency here may not be typical).

Screening O=C(CC1C(=O)NCCN1Cc1ccc(-c2ccccc2)cc1)NCCCn1cccn1 (configuration not stated) returned Arr AP2 block 34, RTF Ca sens inh -2, CAL PDZ FP-1 -2.5, DAGLB inhibitor 1, V-ATPase pH 6, NSD2 HMT inh 10, C-LANA FP -0.4, CAL PDZ FP-2 -1, Keap1 Nrf2 FP -3 and DSG3 Ab inh 92.
For N#Cc1ccc(C23CC4(C2)[C@H](CN(Cc2ccc(-c5ccccc5)cc2)[C@@H]4c2ccccc2)C3c2ccc(Cl)nc2)cc1 (some centres not stated) the results were Arr AP2 block 2, RTF Ca sens inh -8, CAL PDZ FP-1 -0.3, DAGLB inhibitor -2, V-ATPase pH 3, C-LANA FP -1.6, CAL PDZ FP-2 -3, Keap1 Nrf2 FP 1 and DSG3 Ab inh 99.
Screening CCn1c(O)c(N=NC(=O)c2cccs2)c2ccccc21 returned Arr AP2 block 12, RTF Ca sens inh -1, CAL PDZ FP-1 -0.8, DAGLB inhibitor -1, V-ATPase pH -4, NSD2 HMT inh 2, C-LANA FP -0.7, CAL PDZ FP-2 2, Keap1 Nrf2 FP -2 and DSG3 Ab inh 103.
C=CCSc1ncnc2sc(C)c(C)c12 was read as Arr AP2 block 3, RTF Ca sens inh 5, CAL PDZ FP-1 -3.1, DAGLB inhibitor -5, V-ATPase pH 0, NSD2 HMT inh 8, C-LANA FP 0.1, CAL PDZ FP-2 0, Keap1 Nrf2 FP -3 and DSG3 Ab inh 105.
O=C(OCC(=O)N1CCCc2ccccc21)c1cc(Cl)ccc1O was read as Arr AP2 block -9, RTF Ca sens inh -2, CAL PDZ FP-1 -2.5, DAGLB inhibitor 1, V-ATPase pH 2, NSD2 HMT inh 0, C-LANA FP 0.8, CAL PDZ FP-2 -6, Keap1 Nrf2 FP -4 and DSG3 Ab inh 105.
`O=C(OCc1cccc([N+](=O)[O-])c1)c1ccc2ccccc2n1` gave Arr AP2 block -11, RTF Ca sens inh 5, CAL PDZ FP-1 2.3, DAGLB inhibitor -6, V-ATPase pH -1, NSD2 HMT inh 3, C-LANA FP -1.5, CAL PDZ FP-2 14, Keap1 Nrf2 FP -2 and DSG3 Ab inh 112.
Screening CC1CC1C(=O)OCC(=O)Nc1cccc([N+](=O)[O-])c1 (configuration not stated) returned Arr AP2 block -4, RTF Ca sens inh -6, CAL PDZ FP-1 -1.8, DAGLB inhibitor -1, V-ATPase pH 2, NSD2 HMT inh 4, C-LANA FP 1.6, CAL PDZ FP-2 -2, Keap1 Nrf2 FP -2 and DSG3 Ab inh 96.
Screening O=C(OCCCC(=O)N1CCOCC1)c1ccccc1 returned Arr AP2 block -4, RTF Ca sens inh -15, CAL PDZ FP-1 0.3, DAGLB inhibitor -1, V-ATPase pH -2, NSD2 HMT inh -2, C-LANA FP 4.1, CAL PDZ FP-2 -5 and Keap1 Nrf2 FP 1.
C/C(=N\NC(=O)c1cccc(S(=O)(=O)N2CCCC2)c1)c1ccco1 was read as Arr AP2 block -6, RTF Ca sens inh -2, CAL PDZ FP-1 0.6, DAGLB inhibitor -1, V-ATPase pH -1, NSD2 HMT inh 2, C-LANA FP 1.4, CAL PDZ FP-2 -7, Keap1 Nrf2 FP 0 and DSG3 Ab inh 103.
For O=C(Nc1ccc(F)cc1F)c1cncc(Br)c1 the results were Arr AP2 block -1, RTF Ca sens inh -15, CAL PDZ FP-1 -1.2, DAGLB inhibitor -2, V-ATPase pH 0, NSD2 HMT inh -1, C-LANA FP -0.4, CAL PDZ FP-2 2, Keap1 Nrf2 FP 4 and DSG3 Ab inh 94.
C=CCn1c(SCC(=O)Nc2cc(C)on2)nc2sc(C)c(C)c2c1=O was read as Arr AP2 block 3, RTF Ca sens inh 2, CAL PDZ FP-1 -2.4, DAGLB inhibitor 0, V-ATPase pH -2, C-LANA FP -0.6, CAL PDZ FP-2 -4, Keap1 Nrf2 FP -4 and DSG3 Ab inh 107.
Screening CCCNC(=O)C1CCCN(S(=O)(=O)c2ccc3c(c2)CC(C)N3C(=O)C2CC2)C1 (configuration not stated) returned Arr AP2 block 7, RTF Ca sens inh -7, CAL PDZ FP-1 0.3, DAGLB inhibitor -3, V-ATPase pH 4, C-LANA FP -0.6, CAL PDZ FP-2 -4, Keap1 Nrf2 FP 0 and DSG3 Ab inh 107.
Screening CN(C(=O)COC(=O)CCC(=O)c1ccccc1)c1c(N)n(Cc2ccccc2)c(=O)[nH]c1=O returned Arr AP2 block -3, RTF Ca sens inh -10, CAL PDZ FP-1 -2.3, DAGLB inhibitor 2, V-ATPase pH 2, NSD2 HMT inh -3, C-LANA FP -0.7, CAL PDZ FP-2 -3, Keap1 Nrf2 FP -6 and DSG3 Ab inh 105.
CCOC(=O)c1nn(-c2ccc3c(c2)CCN3C(C)=O)cc1O was read as Arr AP2 block 2, RTF Ca sens inh -2, CAL PDZ FP-1 -0.4, DAGLB inhibitor 0, V-ATPase pH 1, C-LANA FP 2.2, CAL PDZ FP-2 -1, Keap1 Nrf2 FP -3 and DSG3 Ab inh 96.
Screening CCn1c(=O)cc(SCC(=O)NCCCN2CCN(c3ccccc3F)CC2)c2ccccc21 returned Arr AP2 block 12, RTF Ca sens inh 1, CAL PDZ FP-1 -3.7, DAGLB inhibitor -1, V-ATPase pH 3, NSD2 HMT inh 3, C-LANA FP 1.2, Keap1 Nrf2 FP 0 and DSG3 Ab inh 98.
`COc1ccc(C(=O)NNC(=O)CSc2nc3c(c(=O)n(C)c(=O)n3C)n2C)cc1` gave Arr AP2 block -2, RTF Ca sens inh 10, CAL PDZ FP-1 -0.1, DAGLB inhibitor 2, V-ATPase pH -1, NSD2 HMT inh 0, C-LANA FP 2.1, CAL PDZ FP-2 13 and Keap1 Nrf2 FP 1.
Screening COC(=O)c1ccc(COc2ccc3c(C)c(C)c(=O)oc3c2)o1 returned Arr AP2 block 28, RTF Ca sens inh 0, CAL PDZ FP-1 0.1, DAGLB inhibitor -5, V-ATPase pH 5, NSD2 HMT inh -6, C-LANA FP -1.5, CAL PDZ FP-2 -1, Keap1 Nrf2 FP -2 and DSG3 Ab inh 103.
CC(C)N=C1NN=C(c2cccs2)C(CC(=O)O)S1 (configuration not stated) was read as Arr AP2 block 21, RTF Ca sens inh 3, CAL PDZ FP-1 -0.9, DAGLB inhibitor 0, V-ATPase pH -5, NSD2 HMT inh -2, C-LANA FP 1.3, CAL PDZ FP-2 -3, Keap1 Nrf2 FP -5 and DSG3 Ab inh 90.
CS(=O)(=O)N1CCCC(C(=O)NCCN2CCC(Cc3ccccc3)CC2)C1 (configuration not stated) was read as Arr AP2 block -8, RTF Ca sens inh -3, CAL PDZ FP-1 -2.9, DAGLB inhibitor -3, V-ATPase pH 0, C-LANA FP 0.2, CAL PDZ FP-2 -1, Keap1 Nrf2 FP 0 and DSG3 Ab inh 91.
COc1ccc([N+](=O)[O-])cc1N(CC(=O)NC1CCCCC1)S(C)(=O)=O was read as Arr AP2 block -7, RTF Ca sens inh 7, CAL PDZ FP-1 0.3, DAGLB inhibitor 0, V-ATPase pH 1, NSD2 HMT inh -2, C-LANA FP 0.2, CAL PDZ FP-2 -6, Keap1 Nrf2 FP -7 and DSG3 Ab inh 100.
For COC(=O)c1c(-c2ccccc2Cl)noc1/C=C/N(C)C the results were Arr AP2 block 0, RTF Ca sens inh -38, CAL PDZ FP-1 -1.9, DAGLB inhibitor 0, V-ATPase pH 6, NSD2 HMT inh 2, C-LANA FP 5.5, CAL PDZ FP-2 -3, Keap1 Nrf2 FP -5 and DSG3 Ab inh 94.
O=C(NN/C(=N/S(=O)(=O)c1ccc(Cl)cc1)c1ccccc1)c1cccc(Cl)c1 was read as Arr AP2 block 3, RTF Ca sens inh -7, CAL PDZ FP-1 -1.2, DAGLB inhibitor -8, V-ATPase pH 0, NSD2 HMT inh 5, C-LANA FP -2.0, CAL PDZ FP-2 -5, Keap1 Nrf2 FP 0 and DSG3 Ab inh 102.
CCOC(=O)N1CCN(CCC(=O)Nc2cc(C)ccc2C)CC1 was read as Arr AP2 block -6, RTF Ca sens inh -2, CAL PDZ FP-1 -0.3, DAGLB inhibitor -3, V-ATPase pH 0, NSD2 HMT inh 1, C-LANA FP -1.1, CAL PDZ FP-2 0, Keap1 Nrf2 FP 2 and DSG3 Ab inh 112.
For CCOc1ccc(C(=O)NCCCCNC(=O)c2ccc(OCC)cc2)cc1 the results were Arr AP2 block 8, RTF Ca sens inh -5, CAL PDZ FP-1 0.4, DAGLB inhibitor -1, V-ATPase pH 1, NSD2 HMT inh 0, C-LANA FP 2.3, CAL PDZ FP-2 -2, Keap1 Nrf2 FP 1 and DSG3 Ab inh 109.
Cc1cccc(NCC(=O)N/N=C/c2cccc(Br)c2)c1 was read as Arr AP2 block -6, RTF Ca sens inh 2, CAL PDZ FP-1 -0.2, DAGLB inhibitor -1, V-ATPase pH 3, NSD2 HMT inh 0, C-LANA FP -0.7, Keap1 Nrf2 FP -2 and DSG3 Ab inh 104.
Screening COc1ccc(OC)c(-n2c(=S)[nH]c3cc(C(=O)N4CCC(C(N)=O)CC4)ccc3c2=O)c1 returned Arr AP2 block -1, RTF Ca sens inh -14, CAL PDZ FP-1 -0.8, DAGLB inhibitor 0, V-ATPase pH 5, NSD2 HMT inh 2, C-LANA FP -1.5, CAL PDZ FP-2 -1 and Keap1 Nrf2 FP -3.
O=S(=O)(NC1=NCCC1)c1cccc(NC(=S)Nc2ccc(OC(F)F)cc2)c1 was read as Arr AP2 block 2, RTF Ca sens inh 0, CAL PDZ FP-1 -0.1, DAGLB inhibitor 2, V-ATPase pH -2, NSD2 HMT inh 20, C-LANA FP -3.0, CAL PDZ FP-2 -2, Keap1 Nrf2 FP -5 and DSG3 Ab inh 111.
`COc1ccc(NC(=O)C(=O)N2N=C(C(C)C)CC2(O)C(F)(F)F)cc1` (configuration not stated) gave Arr AP2 block 10, RTF Ca sens inh -4, CAL PDZ FP-1 -1.8, DAGLB inhibitor 2, V-ATPase pH 7, NSD2 HMT inh 3, C-LANA FP -1.9, CAL PDZ FP-2 -3, Keap1 Nrf2 FP -4 and DSG3 Ab inh 109.
Screening CC(C)N(CCNC(=O)C1CCC(=O)N1Cc1ccc(F)cc1)Cc1ccccc1 (configuration not stated) returned Arr AP2 block 9, RTF Ca sens inh 5, CAL PDZ FP-1 0.0, DAGLB inhibitor -3, V-ATPase pH 1, NSD2 HMT inh -1, C-LANA FP -0.5, CAL PDZ FP-2 -2, Keap1 Nrf2 FP 3 and DSG3 Ab inh 107.
Cc1ccc(S(=O)(=O)Nc2cc(Cl)c(O)cc2C)cc1 was read as Arr AP2 block 58*, RTF Ca sens inh -5, CAL PDZ FP-1 -0.7, DAGLB inhibitor 0, V-ATPase pH -2, NSD2 HMT inh 1, C-LANA FP -1.5, CAL PDZ FP-2 -1, Keap1 Nrf2 FP 2 and DSG3 Ab inh 95.
